Screening data deposited in PubChem BioAssay by several laboratories.
BAP1 block: inhibitors of BAP1 deubiquitinase, primary screen, biochemical, Ub-AMC fluorescence, kinetic; Ubiquitin carboxyl-terminal hydrolase BAP1 (Homo sapiens), Q92560; recombinant BAP1, Ub-AMC hydrolysis fluorescence kinetic; hits give low values; activity remaining (% of control), % at 20 µM; 72,000 compounds, 0.48% hits;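 active = activity remaining at or below 50% of control, provided the compound also passes the data quality filters; inactive = the rest, including low values that fail the filters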;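 note: 100% = DMSO wells rate and 0% = substrate alone blank rate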
Target sequence (Q92560 whole entry, looked up): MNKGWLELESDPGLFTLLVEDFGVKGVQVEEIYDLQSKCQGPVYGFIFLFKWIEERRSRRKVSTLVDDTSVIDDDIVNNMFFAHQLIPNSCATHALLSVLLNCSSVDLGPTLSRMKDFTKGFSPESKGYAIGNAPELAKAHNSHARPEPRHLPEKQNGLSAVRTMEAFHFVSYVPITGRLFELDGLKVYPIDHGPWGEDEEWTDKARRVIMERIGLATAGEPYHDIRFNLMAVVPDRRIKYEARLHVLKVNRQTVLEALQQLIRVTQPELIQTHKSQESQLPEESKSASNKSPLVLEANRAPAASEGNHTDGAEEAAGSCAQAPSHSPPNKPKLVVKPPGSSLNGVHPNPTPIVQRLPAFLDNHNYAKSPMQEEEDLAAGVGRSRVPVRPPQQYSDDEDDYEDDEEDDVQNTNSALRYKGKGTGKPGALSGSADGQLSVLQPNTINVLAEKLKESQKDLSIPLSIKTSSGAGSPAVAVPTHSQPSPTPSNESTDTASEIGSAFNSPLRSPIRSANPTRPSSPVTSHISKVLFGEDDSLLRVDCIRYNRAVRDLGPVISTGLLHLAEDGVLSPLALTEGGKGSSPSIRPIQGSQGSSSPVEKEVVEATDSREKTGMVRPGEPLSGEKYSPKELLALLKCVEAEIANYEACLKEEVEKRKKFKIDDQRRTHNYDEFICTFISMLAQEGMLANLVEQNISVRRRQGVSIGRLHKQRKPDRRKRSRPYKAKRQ
HePTP inh: inhibitors of human HePTP phosphatase, primary screen, biochemical, absorbance, leukemia target | recombinant HePTP phosphatase activity, OD absorbance | inhibition, % at 20 µM | 110,000 compounds, 0.64% hits; in the data active = inhibition above about 50%;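 note: plate controls were vehicle for no effect and reference inhibitor for full effect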
Target sequence (P35236 whole entry, looked up): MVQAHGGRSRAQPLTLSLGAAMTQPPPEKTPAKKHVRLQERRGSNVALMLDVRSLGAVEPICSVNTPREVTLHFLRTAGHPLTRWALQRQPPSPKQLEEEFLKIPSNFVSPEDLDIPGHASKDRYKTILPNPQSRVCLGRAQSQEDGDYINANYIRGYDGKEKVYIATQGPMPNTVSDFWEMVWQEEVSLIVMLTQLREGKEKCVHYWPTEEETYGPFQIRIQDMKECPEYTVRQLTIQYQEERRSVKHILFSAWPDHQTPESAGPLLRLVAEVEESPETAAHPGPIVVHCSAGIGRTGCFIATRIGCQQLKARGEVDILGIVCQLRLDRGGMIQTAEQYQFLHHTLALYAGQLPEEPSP
* = called active by the depositor; i = inactive; . = no result given; & = joins results of further samples.

The opening five compounds, to show the layout:
SMILES | BAP1 block | HePTP inh
CCOC(=O)N1CCc2c(sc(NC(=O)c3ccc(Cl)s3)c2C(N)=O)C1 | 110.7 | 4.5
O=C1/C(=C/c2nc3ccccc3c(=O)n2-c2ccccc2)c2ccccc2N1Cc1ccccc1 | . | 8.0
CCOC(=O)C1=C(C)N=c2s/c(=C\c3cccs3)c(=O)n2C1c1ccc(N(C)C)cc1 (configuration not stated) | . | -16.7
CCCCN(CC)Cc1c(C)[nH]c2ccccc2c1=O | 142.7 | 5.0
O=C(c1ccc(N2CCCCS2(=O)=O)cc1)N1CCN(c2ccc(N3CCOCC3)nn2)CC1 | 78.1 | -6.1

The whole of this part, previewed entries included:
SMILES | BAP1 block | HePTP inh
CCOC(=O)N1CCc2c(sc(NC(=O)c3ccc(Cl)s3)c2C(N)=O)C1 | 110.7 | 4.5
O=C1/C(=C/c2nc3ccccc3c(=O)n2-c2ccccc2)c2ccccc2N1Cc1ccccc1 | . | 8.0
CCOC(=O)C1=C(C)N=c2s/c(=C\c3cccs3)c(=O)n2C1c1ccc(N(C)C)cc1 (configuration not stated) | . | -16.7
CCCCN(CC)Cc1c(C)[nH]c2ccccc2c1=O | 142.7 | 5.0
O=C(c1ccc(N2CCCCS2(=O)=O)cc1)N1CCN(c2ccc(N3CCOCC3)nn2)CC1 | 78.1 | -6.1
CC1(C)CC(=O)C(C2(O)C(=O)Nc3ccc(Br)cc32)CO1 (configuration not stated) | . | -17.7
O=S(=O)(NCC(c1cccnc1)N1CCN(c2ccc(F)cc2)CC1)c1ccccc1 (configuration not stated) | 99.5 | .
Cc1cccc(CN2CCN(c3ccccn3)CC2)c1 | 92.7 | 0.2
O=C(NCCCN1CCCC1=O)c1cncc(Br)c1 | 109.1 | 5.5
O=C(NCCCc1ccccc1)c1ccccc1O | . | -4.7
COc1ccc(NC(=O)c2cnc3sccn3c2=O)cc1OC | 104.8 | 8.5
CN(C)c1ccc(NC(=O)COc2ccc(Cl)cc2Br)cc1 | . | 4.1
COC(=O)C(C(=O)Nc1ncccn1)C1CCCCCC1 (configuration not stated) | 100.0 | 3.7
c1ccc(Nc2nc(-c3ccccc3)[n+](-c3ccccc3)s2)cc1 | . | 4.9
CCOC(=O)N1CCN(C(=O)C2CCCN(S(=O)(=O)c3cccnc3)C2)CC1 (configuration not stated) | 100.8 | 2.2
CCOC(=O)C1=C(C)Nc2nnnn2C1c1cccc(OC)c1OC (configuration not stated) | 92.5 | -7.7
N#Cc1cnc(Nc2nc3ccccc3o2)nc1-c1ccccc1 | . | 5.1
CCC(=O)Nc1c(-c2ccc(OC)cc2)c(=O)c2ccccc2n1C | . | 8.8
Cc1cc(C)n(-c2nc3c(c(=O)[nH]c(=O)n3C)n2CC(O)COc2ccccc2)n1 (configuration not stated) | 90.4 | 5.4
COc1ccc(N2C(=O)C3CCCN3C2c2cc(OC)c(OC)cc2OC)cc1 (configuration not stated) | 91.3 | -7.4
CCC(=O)NC(=O)NC(Cc1ccccc1)Cc1ccccc1 | . | 9.6
CC(c1nc2ccccc2n1C)C(O)c1ccccc1 (configuration not stated) | . | -10.5
CC(C)c1nnc(NC(=O)CCC(=O)N2CCN(Cc3ccccc3)CC2)s1 | 110.5 | -6.8
CCc1ccc2[nH]c(=O)c(C(c3nnnn3CC3CCCO3)N3CCN4CCCC4C3)cc2c1 (configuration not stated) | 54.6 | 3.9
O=CNCCCc1nc2ccccc2n1Cc1ccccc1 | 98.6 | 0.5

A few values from above:
In HePTP inh, `COc1ccc(NC(=O)c2cnc3sccn3c2=O)cc1OC` shows 8.5
In HePTP inh, `CN(C)c1ccc(NC(=O)COc2ccc(Cl)cc2Br)cc1` shows 4.1

(next part)
SMILES | BAP1 block | HePTP inh
CCN1C(=O)/C(=C/c2ccc(OC(=O)c3ccc(F)cc3)c(OC)c2)SC1=S | . | -23.6
Cc1cc(NC(=O)CCC(=O)N(c2cccnc2)C(C(=O)NC2CCCC2)c2ccccc2)no1 (configuration not stated) | 83.7 | 0.3
Cc1nc(C)n(C(=O)N(c2ccccc2)c2ccccc2)n1 | 72.6 | 7.4
CCCOc1ccccc1C1C(C(=O)OC)=CN(C(C)C)C=C1C(=O)OC | . | -5.4
COc1ccccc1N1CCN(C(CNC(=O)c2ccco2)c2cccnc2)CC1 (configuration not stated) | 92.8 | -6.9
O=C(Oc1ccc(/C=N/NC(=O)C(O)c2ccccc2)cc1)c1cccc2ccccc12 (configuration not stated) | . | 0.3
CCN(CC)CCNc1ccnc2c1ccc1nsnc12 | 64.1 | .
O=C(CCCCC(=O)NN=Cc1ccncc1)NN=Cc1ccncc1 | . | 4.3
CC(C)CN(CC(C)C)C(=O)c1c(NC(=O)c2ccccc2)sc2c1CCCC2 | 83.4 | .
Cc1ccc2[nH]c(=O)c(CN(CCc3ccccc3)C(=O)N3CCOCC3)cc2c1 | 102.2 | 0.7
COc1ccc(Br)cc1/C=N/NC(=O)C1CC(c2ccccc2)(c2ccccc2)C1 | . | 3.2
COc1cccc2sc(N(C)c3ccccc3)nc12 | 91.4 | -5.9
COC(=O)c1c(C)nc2n(Cc3ccccc3Cl)c3ccccc3n12 | . | 2.1
O=C1CCCc2oc3ccc(NS(=O)(=O)c4ccc(Cl)c([N+](=O)[O-])c4)cc3c21 | 66.5 | .
CC(=O)c1c(C)[nH]n(-c2ccccc2)c1=O | . | -5.0
Cc1cc(C)cc(NC(=O)c2cc(S(=O)(=O)NCc3ccco3)ccc2F)c1 | 87.9 | -2.3
C=CCN1C(=O)/C(=C/c2ccc(-c3ccc([N+](=O)[O-])cc3C)o2)SC1=S | . | 2.9
CC(C)c1ccc(N(CC(=O)NC(C)c2ccccc2)S(=O)(=O)c2ccccc2)cc1 (configuration not stated) | . | 10.6
CC(=O)Oc1ccc2oc(-c3ccccc3)c(C(=O)O)c2c1 | i | .
COc1cc(C(C2=C(O)CC(C)(C)CC2=O)C2C(=O)CC(C)(C)CC2=O)cc(OC)c1OC (configuration not stated) | . | 1.3
COc1ccc(Cc2nc(-c3ccc(Br)cc3)no2)cc1 | 71.9 | -7.1
COC(=O)C1=CN(CC2CCCO2)C=C(C(=O)OC)C1c1ccsc1 (configuration not stated) | . | 4.6
O=C(O)c1cccc(-n2nnnc2SCc2ccccn2)c1 | 93.9 | 5.6
O=C1C(=Cc2cccc3ccccc23)C(=O)c2ccccc21 | . | -9.5
C=CCc1cccc(/C=N\NC(=O)CN2CCN(Cc3ccccc3)CC2)c1O | . | 7.2

Fetched by structure from the list above:
SMILES | BAP1 block | HePTP inh
c1ccc(Nc2nc(-c3ccccc3)[n+](-c3ccccc3)s2)cc1 | . | 4.9
COC(=O)c1c(C)nc2n(Cc3ccccc3Cl)c3ccccc3n12 | . | 2.1
CCOC(=O)N1CCN(C(=O)C2CCCN(S(=O)(=O)c3cccnc3)C2)CC1 (configuration not stated) | 100.8 | 2.2

The listing continues:
SMILES | BAP1 block | HePTP inh
CCOC(=O)c1c(NC(=O)CNc2ccc(C)cc2)sc2c1CC(C)(C)OC2 | . | 4.1
O=C(NC1CCCCCC1)C1CCN(S(=O)(=O)c2ccccc2)CC1 | 90.7 | 7.1
CC(=O)Nc1ccc(NS(=O)(=O)c2ccc(Cl)c(C(=O)O)c2)cc1 | 125.4 | 1.8
COc1ccc(OC)c(-n2cnc3cc(C(=O)O)ccc32)c1 | 86.3 | -6.3
Cc1ccccc1Cc1c(C)nc2c(C(=O)NCc3ccco3)cnn2c1C | 69.6 | -1.8
Clc1ccc(Cl)c(-c2nn3c(COc4ccccc4)nnc3s2)c1 | . | 9.6
CCCNC(=O)CS(=O)(=O)Cc1nc(-c2cccc(OC)c2)oc1C | 104.8 | 10.6
O=C(Nc1cccnc1)Nc1ccccc1Cl | 85.4 | 0.2
Cc1ccccc1OCCCCNCCO | . | 10.5
CCOC(=O)c1cc(CC)sc1NC(N)=O | . | -5.3
CC(C)(C)c1cc(N)c(O)c(C(C)(C)C)c1 | . | 2.8
CC(CCc1ccc(C(=O)CCCC(=O)O)s1)CC(=O)O (configuration not stated) | . | -2.5
O=C(CSc1nnc2c3c4c(sc3ncn12)CCCC4)NCc1ccco1 | 87.6 | 9.8
Cc1ccc2nc(-c3ccccc3)cn2c1 | 138.5 | 8.3
CCOc1ccc(NCc2nnc(SCC(=O)Nc3cc(C)on3)n2-c2ccc(OC)cc2)cc1 | 95.1 | 7.8
O=c1oc2c(CN3CCCCC3)c(O)ccc2cc1-c1nc2ccccc2[nH]1 | 90.2 | 0.4
Cn1c(=O)c2c(nc(NCCCN3CCOCC3)n2Cc2ccc(Cl)cc2)n(C)c1=O | 101.2 | 1.9
CN1CCN(C(=O)Nc2cccc3ccccc23)CC1 | 112.6 | 0.7
COCCn1c(SCc2csc(-c3ccccc3)n2)nc2ccccc21 | 85.4 | -1.0
CCOC(=O)c1ccccc1NC(=O)CC1Sc2ccc(C(F)(F)F)cc2NC1=O (configuration not stated) | . | -3.1
O=C(Nc1nc(-c2ccccn2)cs1)c1ccc(Cl)s1 | 80.7 | -4.7
O=C(c1cccc(Cl)c1)N1N=C(c2ccc(Cl)cc2)CC1(O)C(F)(F)F (configuration not stated) | . | -4.5
O=C1C2CCCN2C(c2ccc(F)cc2)N1c1nccs1 (configuration not stated) | 94.2 | -3.2
O=C1Nc2ccccc2C1(O)Cc1ccncc1 (configuration not stated) | 81.2 | 7.7
COc1cc(C2CC(=O)c3c([nH]c(C(=O)OCCOC(C)C)c3C)C2)cc(OC)c1OC (configuration not stated) | 86.0 | 3.6

More entries follow:
SMILES | BAP1 block | HePTP inh
CS(=O)(=O)c1ccc2nc(NC(=O)c3ccccc3)sc2c1 | . | -1.1
COC(=O)CNC(=O)C(Cc1c[nH]c2ccccc12)NC(=O)OC(C)(C)C (configuration not stated) | 90.8 | 3.2
Cc1nn(-c2ccccc2)c(Cl)c1C1C(C#N)=C(N)Oc2n[nH]c(C)c21 (configuration not stated) | 97.1 | -10.2
COc1cc(C2Nc3cccc4cccc(c34)N2)cc(OC)c1O | . | -0.7
N/C(=N/OCc1cccc([N+](=O)[O-])c1)c1nonc1N | . | -10.9
COc1ccc(OC)c(S(=O)(=O)NCc2ccccn2)c1 | . | 7.8
CCOc1ccccc1NC(=O)C1CCN(S(=O)(=O)c2cccc3cccnc23)CC1 | 94.0 | 11.9
COc1cc(S(=O)(=O)N2CCN(C)CC2)c(OC)cc1Br | 99.5 | 6.8
Cc1c(C(=O)OCCN2CCCCC2)oc2ccccc12 | 105.6 | 7.3
Cc1noc(C)c1C(=O)Nc1sc2c(c1C(N)=O)CCC2 | 211.2 | 4.2
CC(=O)NC(NC(C)=O)c1ccc(N(C)C)cc1 | 91.9 | 7.8&5.4
COc1ccc(CCNC(=O)c2ccc(=O)[nH]n2)cc1OC | 62.7 | -3.1
CCOc1ccc(C(=O)c2cccs2)cc1 | 104.5 | 7.2
CC1CCCC(C)N1C(=O)COc1ccc(-c2nnco2)cc1 (configuration not stated) | 96.2 | .
O=C(CSc1nnc(-c2ccc(O)cc2)n1Cc1ccco1)c1cccs1 | 84.4 | 0.8
CCn1c(SCC(=O)Nc2ccc3c(c2)OCCO3)nnc1-c1ccco1 | 90.1 | 7.1
Cc1ccc(SCCCn2cncn2)cc1 | 114.0 | 3.0
COc1ccc(N2CCN(C(c3cc4ccc(C)cc4[nH]c3=O)c3nnnn3C3CCCC3)CC2)cc1 (configuration not stated) | . | 2.0
O=C(CSc1nc2ccccc2[nH]1)N/N=C/c1ccccc1Br | . | 0.0
CCn1cc(C(=O)NC2CCCCCC2)c(=O)c2cc(S(=O)(=O)N3CCCCC3)ccc21 | 67.7 | 3.4
COc1ccc(CN2CCN(S(=O)(=O)c3ccc(C)cc3)CC2)cc1Br | . | 5.9
CC(C)(C)n1nnnc1C(c1cccs1)N1CCN(Cc2ccccc2)CC1 (configuration not stated) | 109.8 | 9.2
CCOC(=O)c1sc(NC(=O)COc2cc(Cl)ccc2Cl)c(C(=O)OCC)c1C | . | -9.6
COc1cccc(N/C(=N/S(=O)(=O)c2ccc(C)cc2)Nc2nc(C)cc(C)n2)c1 | . | -4.8
CC1CCCCN1CC#CC(O)(c1ccccc1)c1ccccc1 (configuration not stated) | . | 0.3

Next structures:
SMILES | BAP1 block | HePTP inh
COc1ccc(CN2CCN(c3ccccn3)CC2)cc1OCc1ccccc1 | 96.5 | 9.5
CCOc1ccc(/C=C2\C(=O)NC(=O)N(c3cccc(Br)c3)C2=O)cc1Cl | . | -9.6
CN1C(=O)NC(=O)/C(=C\c2cccc(O)c2)C1=O | . | -7.6
CCOC(=O)Nc1nnc(CC(C)C)s1 | . | 3.2
CCOc1ccc(C(=O)Nc2c(C)cc(Br)cc2C)cc1 | . | -4.7
Cc1ccc(NC(=O)CCCCCN2C(=O)c3ccccc3C2=O)c(C)c1 | 151.4 | .
Cc1cc(C(F)(F)F)nc(SCC(=O)NC2=NC(=O)C(C)S2)n1 (configuration not stated) | 121.7 | -9.2
O=C(c1ccc2c(c1)OCCO2)N1CCCCC1 | 94.4&97.5 | 11.2&3.9
CC1(O)N(CC(=O)c2cccs2)C(=O)OC12CCCCC2 (configuration not stated) | . | -4.3
Cc1sc(NC(=O)C2CC(O)CN2C(=O)OC(C)(C)C)nc1-c1ccccc1 (configuration not stated) | . | -0.5
Nc1nonc1-c1noc(-c2ccc(Br)o2)n1 | 107.3 | -0.5
O=C(Nc1ccc(O)cc1)c1cccc(F)c1 | . | 2.9
Cc1cnc(C(=O)Nc2ccccc2-c2ccc(C)o2)cn1 | 106.7 | -6.7
CCN(CC)c1ccc(NC(=O)c2ccccc2)cc1 | . | -1.1
Cn1c(SCC(=O)N2CCOCC2)nnc1-c1cccc(NC(=O)c2ccccc2F)c1 | 83.5 | 2.1
CCCc1cc(C(=O)NCc2cccs2)no1 | 91.0 | 3.9
CCCCn1c(SCC(N)=O)nc2c1c(=O)[nH]c(=O)n2C | 100.1 | .
CN(C)c1ccc(/C=C2\SC(N3CCN(C4=NC(=O)/C(=C\c5ccc(N(C)C)cc5)S4)CC3)=NC2=O)cc1 | . | -8.0
Clc1ccc(N2CCN(c3ncnc4c3oc3ccccc34)CC2)cc1 | . | 4.3
N#Cc1nc(-c2ccco2)oc1N1CCN(c2cccc(Cl)c2)CC1 | . | -4.3
